GLD-1 TGE inh = GLD-1-TGE RNA interaction inhibition (C. elegans) | Q17339 | purified GLD-1 + fluorescein TGE RNA, fluorescence polarization | inhibition, % at 5.96 µM | hit rate 0.44% among 320,000 | AID 2280;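 active = percent inhibition above a per-plate cutoff, the plate mean of test compounds plus 3 SD, cut at about 30% in these data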;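 note: 0% = DMSO wells with GLD-1 and probe and 100% = wells lacking GLD-1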
GRK2 aptamer HTS = inhibitors of human GRK2 displacing RNA aptamer. P25098. bead flow cytometry, FAM-aptamer displacement from GRK2. inhibition of aptamer binding, % at 10 µM. hit rate 0.59% among 330,000. AID 488847;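 active = inhibition of aptamer binding above 40%, roughly 3 SD of noise, on plates passing a quality check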;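 note: median bead fluorescence of bound FAM aptamer so fluorescent compounds give negative values; no value below 0 was filed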
Target sequence (P25098 whole entry, looked up): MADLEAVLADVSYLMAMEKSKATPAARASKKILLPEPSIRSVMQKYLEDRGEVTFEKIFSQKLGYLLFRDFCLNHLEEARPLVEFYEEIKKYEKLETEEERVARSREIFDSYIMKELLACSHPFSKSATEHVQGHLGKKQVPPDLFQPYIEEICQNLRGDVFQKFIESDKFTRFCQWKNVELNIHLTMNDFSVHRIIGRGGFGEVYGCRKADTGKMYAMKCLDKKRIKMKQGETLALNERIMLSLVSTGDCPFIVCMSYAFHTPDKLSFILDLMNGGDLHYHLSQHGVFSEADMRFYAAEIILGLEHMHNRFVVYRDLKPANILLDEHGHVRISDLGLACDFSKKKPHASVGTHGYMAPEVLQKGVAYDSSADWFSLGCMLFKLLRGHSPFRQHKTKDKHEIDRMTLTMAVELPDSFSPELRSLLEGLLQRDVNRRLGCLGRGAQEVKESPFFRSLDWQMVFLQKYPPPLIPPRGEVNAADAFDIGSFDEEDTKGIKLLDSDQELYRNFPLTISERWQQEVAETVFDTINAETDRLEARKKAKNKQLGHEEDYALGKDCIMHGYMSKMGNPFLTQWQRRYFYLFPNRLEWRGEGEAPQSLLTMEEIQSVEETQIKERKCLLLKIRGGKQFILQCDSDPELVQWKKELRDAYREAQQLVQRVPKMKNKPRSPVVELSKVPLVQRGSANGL
AGP1 TOR yeast = alters AGP1-GFP fluorescence in TOR pathway yeast screen; S. cerevisiae AGP1-GFP multiplex flow cytometry, 3 h; GFP as percent of DMSO wells; GFP response vs DMSO, % at 10 µM; hit rate 0.02% among 320,000; AID 2066;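 active = GFP response relative to DMSO above a set limit, near screen average plus 3 SD, cut at about 150% in these data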;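 note: median GFP channel fluorescence of the gated AGP1 strain per well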
MEX-5 binding = C. elegans MEX-5 TCR-2 RNA binding activity; AID 1832; activity score (negative = inhibition of binding), % at 10 µM; MEX-5/FITC-TCR2 RNA binding, fluorescence polarization; active compounds read low; hit rate 0.38% among 300,000; Q9XUB2;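 active = inhibition past about -25% in most replicates, and total fluorescence under double the plate's negative control median, limit read from the data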;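 note: 0% = DMSO and -100% = 5 µM competing unlabeled TCR2 RNA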
MCL1 BIM primary = inhibitors of human MCL1 binding to BIM-BH3 peptide; inhibition, % at 10.9 µM; Q07820; hit rate 0.68% among 320,000; GST-MCL1 / FITC-Bim-BH3 fluorescence polarization;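 active = inhibition above the mean inhibition of all tested compounds plus 3 SD, set per campaign, cut at about 40% in these data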;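 note: 0% = DMSO wells and 100% = unlabeled Bim-BH3 peptide control; higher means more loss of mP so more displacement of Bim peptide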
CIT2-GFP yeast = alters CIT2-GFP fluorescence in TOR pathway yeast screen; AID 2029; S. cerevisiae CIT2-GFP strain, flow cytometry, 3 h; 100 means same as DMSO wells; hit rate 0.065% among 320,000; GFP response vs DMSO, % at 10 µM;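 active = GFP response relative to DMSO above a set limit, near the screen mean plus 3 SD, cut at about 150% in these data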;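 note: ratio of well median GFP fluorescence to mean of DMSO wells on the plate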
CR mimetic SO = caloric restriction mimetics inhibiting age-related superoxide in yeast; S. cerevisiae aged cells, superoxide DHE fluorescence; active compounds read low; superoxide response (% of plate mean), % at 10 µM; hit rate 0.18% among 330,000; AID 2690;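 active = superoxide response under a set limit, about three screen SD below normal, cut at about 65% in these data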;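 note: yeast aged for seven days with compound at 30 °C before DHE staining; 100% = average MFI of all compound-treated wells on the plate with controls excluded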
VLA-4 inh = inhibition in a human VLA-4 binding assay | P13612 | VLA-4 expressing cells, ligand binding flow cytometry | inhibition, % (about 7 µM as worked out from the volumes in the protocol) | hit rate 0.2% among 330,000 | AID 2557; in the data active = inhibition above about 50%
BCLXL inh = blocks human Bcl-xL binding to Bim BH3 peptide. Q07817. GST-Bcl-xL / FITC-Bim BH3 peptide fluorescence polarization. inhibition, % at 10.9 µM. hit rate 0.7% among 320,000. AID 2129;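 active = inhibition above the mean of all tested compounds plus 3 SD, cutoff set per campaign, cut at about 30% in these data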;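 note: 0% = DMSO wells and 100% = unlabeled Bim-BH3 peptide competitor; inhibitors lower millipolarization by displacing the labeled peptide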
Target sequence (Q07817 whole entry, looked up): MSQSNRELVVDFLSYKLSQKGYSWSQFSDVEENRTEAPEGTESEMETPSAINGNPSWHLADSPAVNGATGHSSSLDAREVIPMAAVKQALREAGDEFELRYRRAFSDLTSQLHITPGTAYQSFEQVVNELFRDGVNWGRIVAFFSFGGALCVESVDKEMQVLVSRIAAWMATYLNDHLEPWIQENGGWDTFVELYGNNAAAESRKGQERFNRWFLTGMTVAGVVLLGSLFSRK
The depositor's hits bear a star; nt = no result given.

canonical_smiles	MEX-5 binding	GRK2 aptamer HTS	CIT2-GFP yeast	AGP1 TOR yeast	VLA-4 inh	BCLXL inh	CR mimetic SO	MCL1 BIM primary	GLD-1 TGE inh
Cc1cc(N)n2nc(C)c(-c3ccccc3)c2n1	0.8	0.0	95.6	93.8	10.6	-5.8	96.7	-0.4	1.7
Cc1ccc(S(=O)(=O)NCCCCCC(=O)Nc2ccccc2C)cc1	2.0	7.0	103.2	104.8	-3.0	3.6	123.2	7.6	2.9
CCCC1CC(C)(/C(C)=N\NC(N)=S)OC1=O (centres undefined)	-0.8	0.0	88.0	94.6	7.0	-4.3	87.5	-0.8	1.9
COc1ccc(-n2cnnc2SCC(=O)NC2CCS(=O)(=O)C2)cc1 (centres undefined)	2.0	0.0	101.6	103.5	11.2	-2.8	97.7	-1.6	4.8
CCN(Cc1ccncc1)C(=O)c1cc(COc2ccc(F)cc2F)on1	-0.8	0.0	119.2	109.9	-4.2	2.0	91.8	3.7	-4.6
Cc1cc(C)c(S(=O)(=O)Cc2ccccc2)c(=O)[nH]1	1.9	0.0	99.7	100.9	15.6	7.7	100.2	3.1	3.3
O=C(Nc1cccnc1Cl)c1cc2c(s1)-c1ccccc1OC2	0.2	2.0	96.9	96.4	7.7	-1.9	108.4	0.2	-2.8
CC(C)C(NC(=O)c1ccc(C(C)(C)C)cc1)C(=O)N1CCCC1 (centres undefined)	0.7	0.0	94.0	92.6	-3.2	-0.5	103.7	-6.1	-2.5
COc1ccc(C2CC(=O)C3=C(C2)Nc2ccccc2N(C(=O)CCC(=O)O)C3c2ccc(F)cc2)cc1 (centres undefined)	1.2	0.0	101.2	102.3	4.8	4.9	87.7	-1.7	8.5
O=C(CCl)NCc1cc(-c2ccc(Cl)cc2)no1	-0.6	0.0	98.1	95.8	-4.2	6.3	103.5	4.4	9.1
COC(=O)C(C)(C)ONC(=O)Nc1ccccc1[N+](=O)[O-]	0.4	1.0	97.4	104.2	-11.3	4.7	108.2	-1.9	-4.0
O=C(NCCc1c[nH]c2ccccc12)c1cc2sccc2n1Cc1ccccc1	3.6	1.0	92.8	94.8	16.2	-1.7	104.8	1.2	-6.7
CC1CCCCC1NC(=O)/C(C#N)=C/c1ccccc1F (centres undefined)	0.3	5.0	87.4	91.5	4.7	3.4	103.3	2.5	-0.9
Cc1ccc(C(=O)OCn2ncc(Cl)c(Cl)c2=O)cc1	-1.3	0.0	87.6	90.2	29.5	4.0	144.8	1.1	-1.4
CCOC(=O)c1c(NC(=O)Cn2nc(C(=O)O)c3ccccc3c2=O)sc(C)c1C	-0.1	3.0	102.3	106.8	6.5	-1.7	90.2	-1.6	3.0
Cc1ccccc1NC(=S)Nc1ccc2cn[nH]c2c1	1.0	1.0	108.1	106.7	-2.6	3.1	99.0	3.4	-4.2
Cc1cc(C(=O)COC(=O)C2CC2)c(C)n1-c1ccc(F)cc1	1.0	0.0	103.5	102.0	8.0	-1.6	96.7	0.4	4.7
S=c1[nH]nc(Cn2nnc3ccccc32)n1-c1ccccc1	-0.5	0.0	95.8	99.3	14.1	-18.0	99.7	-23.2	2.3
C/C(=N\OCC(=O)N/N=C/c1ccc(C)cc1O)c1cccs1	1.7	2.0	94.0	100.7	6.8	7.5	99.5	14.8	-1.4
Cc1ccc(N2CCN(C(=O)C3CCCN(c4ncnc5c4nc4n5CCCCC4)C3)CC2)c(C)c1 (centres undefined)	-1.7	5.0	98.9	80.6	-14.3	5.7	96.2	2.9	-2.2
CCOc1ccc(NC(=O)NC2CCS(=O)(=O)C2)cc1 (centres undefined)	1.3	1.0	96.3	91.5	2.5	6.6	101.8	1.2	9.0
COC(=O)c1[nH]c(C)c(/C(O)=C2\C(=O)C(=O)N(CCN(C)C)C2c2ccco2)c1C (centres undefined)	-7.4	0.0	91.8	103.9	4.7	6.5	100.9	4.5	8.8
CCc1cc(=O)oc2cc(C)cc(OCC(=O)NC3CC3)c12	1.4	0.0	114.9	110.8	2.8	0.4	90.2	2.4	2.4
CCOC(=O)/C(C#N)=C1/SC(CC)C(=O)N1c1ccc(C)cc1 (centres undefined)	0.7	4.0	91.8	88.7	10.7	1.9	104.4	7.5	2.7
OC(c1cccnc1)c1cccs1 (centres undefined)	0.2	0.0	92.9	94.7	-6.2	4.0	92.1	2.0	-1.1
Cc1ccc(C(=O)C[n+]2ccc3ccccc3c2)cc1	3.3	0.0	100.8	99.2	0.8	-2.1	91.7	-4.0	9.2
Cc1cc(C)cc(Nc2cnn(C34CC5CC(CC(CC(=O)O)(C5)C3)C4)c(=O)c2Cl)c1	0.1	0.0	89.6	90.2	-0.8	-3.0	99.2	0.6	4.5
Cc1ccc(-n2cc(C(=O)c3ccc(F)cc3)nn2)cc1Cl	1.6	0.0	100.1	103.1	-0.9	4.6	105.0	-2.8	7.4
CN(CC(=O)Nc1ccccc1Cl)C(=O)COC(=O)C1CCN(c2ccc(C(F)(F)F)cn2)CC1	0.8	0.0	95.4	105.9	3.2	1.1	96.4	-6.2	4.7
Cn1nc(C(=O)N2CCCCC2)c2c1-c1ccccc1S(=O)(=O)C2	1.3	0.0	106.0	102.7	-3.5	2.6	101.1	-2.2	-6.4
Cc1ccc(S(=O)(=O)Cc2ccc(C(=O)NC3CCCC3)o2)cc1	-0.3	6.0	96.8	97.8	11.3	9.1	98.1	8.8	8.7
CCN1C(=O)N[C@@H](CCc2ccccc2)[C@H](C(C)=O)[C@H]1C	-2.3	nt	nt	nt	nt	3.9	nt	2.7	7.2
CC(=O)N1CCN(c2ccc(NCc3ccc4c(c3)OCO4)cc2)CC1	-0.9	4.0	nt	105.8	-4.8	13.1	89.0	11.9	3.5
O=C(NCc1cccc(F)c1F)C1CCC(=O)N(C2CCCCCC2)C1 (centres undefined)	0.5	0.0	96.6	100.7	-14.0	0.7	99.9	2.9	-3.0
COc1ccc(CNC(=O)Cn2nc(C)c3c(C)n(-c4ccc(C)cc4)nc3c2=O)cc1OC	-1.0	0.0	100.8	98.3	4.6	8.2	109.2	7.1	3.9
COc1ccc(C2C(C#N)=C(N)OC3=C2C(=O)CC(C)(C)C3)cc1 (centres undefined)	0.4	0.0	77.9	95.2	-1.5	51.4*	96.4	-2.8	5.9
C=CCC(=O)N1CCCC(CCC(=O)NCc2ccccc2F)C1 (centres undefined)	1.2	0.0	92.0	98.0	15.2	0.5	95.8	4.7	0.1
Cc1nn(Cc2ccc(Cl)cc2)c(C)c1NC(=O)c1ccc([N+](=O)[O-])cc1	-1.6	2.0	106.9	103.2	-7.7	-0.6	101.0	-0.8	6.0
CCOC(=O)C1(CCCc2ccccc2)CCN(C(=O)COC)CC1	-1.0	1.0	102.1	115.7	22.4	4.1	95.8	7.7	1.7
COc1ccc(OCC(=O)OCC(=O)NCc2ccc(F)cc2)cc1	-1.7	0.0	105.3	94.4	-126.7	2.1	95.6	6.7	2.9
Cc1nc2ccccc2c(=O)n1/N=C/c1ccco1	1.7	0.0	102.8	104.0	0.0	6.8	91.7	0.5	7.0
CN1C(C(=O)Nc2ccccn2)=C(O)c2sc(Cl)cc2S1(=O)=O	0.9	1.0	111.0	105.5	9.3	-0.2	107.9	8.4	-0.3
CC(C)c1ccc(CNn2cnnc2)cc1	-1.0	6.0	100.9	98.5	48.6	2.4	104.3	-7.3	-1.9
COc1cccc(NS(=O)(=O)c2ccc(-c3coc(C)n3)cc2)c1	-0.1	3.0	97.8	102.3	-5.2	-1.4	104.5	6.4	7.5
O=C(CSc1nc2ccccc2c(=O)n1-c1ccccc1Cl)Nc1cccc(S(=O)(=O)N2CCOCC2)c1	2.3	0.0	105.8	103.9	0.0	2.6	87.8	-4.2	-6.7
CCOc1ccc(N(C)S(=O)(=O)c2ccc(-c3ccc(=O)[nH]n3)s2)cc1	2.6	2.0	95.7	98.0	-7.1	-5.8	109.8	-7.7	-10.9
COc1ccc(CNC(=O)C2(CC3CC(c4ccccc4)=NO3)CCN(C(=O)Cc3ccc(F)cc3)CC2)cc1 (centres undefined)	-0.4	1.0	90.3	100.5	-2.2	-0.8	104.3	-0.5	-1.9
COc1ccc(S(=O)(=O)Nc2c(C(=O)O)[nH]c3ccccc23)cc1	3.0	4.0	101.7	99.5	6.7	6.4	119.1	2.1	2.9
Cc1nc(SC(C)C(=O)Nc2c(C)n(C)n(-c3ccccc3)c2=O)nc(C)c1C (centres undefined)	nt	0.0	85.8	93.0	20.7	6.9	102.5	2.3	1.3
Cc1ccc(NC(=O)CO/N=C(\N)c2nonc2N)cc1	1.0	0.0	93.9	103.6	-2.7	0.7	130.0	-4.0	5.8

Additional structures follow:
canonical_smiles	MEX-5 binding	GRK2 aptamer HTS	CIT2-GFP yeast	AGP1 TOR yeast	VLA-4 inh	BCLXL inh	CR mimetic SO	MCL1 BIM primary	GLD-1 TGE inh
COc1ccc(CN2CCN(C3CCC3)CC2CCO)c(F)c1 (centres undefined)	-1.3	4.0	107.0	98.9	-2.1	nt	99.5	nt	nt
C=CCNC(=O)c1oc2ccc(S(=O)(=O)N(CC)CC)cc2c1C	-2.3	0.0	88.9	102.8	-5.7	4.0	93.1	7.9	-2.6
C[N+](C)(C)C(Cc1ccccc1)C(=O)[O-] (centres undefined)	0.5	1.0	103.3	99.0	0.6	5.0	97.0	7.1	2.4
O=C1CCCc2[nH]nc(-c3cccnc3)c21	-1.3	0.0	nt	94.7	-12.7	0.9	92.8	-3.8	3.4
S=c1[nH]c(-c2ccccc2)cn1/N=C/c1cccnc1	0.4	2.0	90.8	100.2	10.7	7.0	103.3	-6.9	1.1
CSc1nncn1/N=C/c1ccc([N+](=O)[O-])cc1	-2.6	0.0	103.2	103.1	10.5	-0.2	73.8	-3.0	-1.9
CCSc1oc(-c2ccco2)nc1S(=O)(=O)c1ccc(C)cc1	0.3	2.0	97.4	107.0	6.3	5.5	94.0	13.1	-1.9
COc1cc(NC(=O)CCc2nnc3ccc(NCc4ccco4)nn23)cc(OC)c1	-1.3	0.0	98.0	98.7	-3.4	2.4	98.5	5.3	-1.3
Cc1ccc(NC(=O)COC(=O)C2CCC(=O)N2)c([N+](=O)[O-])c1 (centres undefined)	-1.0	1.0	109.1	105.9	13.8	1.3	126.3	0.0	-0.9
COc1ccc(S(=O)(=O)NC2CCCC2)c(OC)c1	-0.4	0.0	101.2	98.8	8.0	3.5	113.9	0.2	-0.2
COc1ccc(CCNC(=O)c2ccc3c(c2)N(Cc2ccc(C)cc2)CCS3)cc1OC	-3.2	0.0	104.3	101.9	11.1	-3.1	92.4	0.8	7.5
CC(C)N1CCc2c(sc(NC(=O)c3ccc(S(=O)(=O)N4CCCCC4C)cc3)c2C(N)=O)C1 (centres undefined)	-19.6	0.0	100.1	105.1	-25.3	-2.5	98.7	-5.6	-10.5
COc1cc(CC(=O)Nc2cccc(SC)c2)cc(OC)c1OC	2.4	0.0	97.3	nt	8.0	5.7	93.0	1.6	1.7
CC(=O)c1ccc(S(=O)(=O)N2CCN(c3nc4c(C)c(C)ccc4cc3C#N)CC2)cc1	-1.4	1.0	100.3	102.1	-3.0	-4.5	88.0	-7.4	-6.9
